HKDC1 inhibitor = inhibitors of human hexokinase HKDC1; Q2TB90; recombinant HKDC1, G6PDH/diaphorase resazurin coupled fluorescence; inhibition, % at 20 µM; hit rate 0.16% among 340,000; AID 493160;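 active = inhibition above about 35% when tested at 20 µM, limit read from the data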;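 also: plate controls were DMSO wells with enzyme for no effect and DMSO wells lacking enzyme for full effect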
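Test system: Recombinant HKDC1 (HK5) hexokinase enzyme, produced in-house | Input: HKDC1 at 5 µg/mL | Buffer or medium: Tris pH 8.0 buffer with MgCl2, Tween-20, BSA, BME | Schedule: 90 min reaction incubation at room temperature, dark | Technique: Resazurin-to-resorufin fluorescence via G6PDH and diaphorase coupling, 525/613 nm | Controls: DMSO wells with and without enzyme mix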
SENP7 block = blocks the human protease SENP7; Q9BQF6; recombinant SENP7, Z-RLRGG-aminoluciferin luminescence, 40 min; inhibition, % at 5 µM; hit rate 1.5% among 330,000;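 active = inhibition above about 50% at the single test dose, limit read from the data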;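 also: plate controls were DMSO with enzyme for no effect and no enzyme buffer wells for full effect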
SENP6 block = SENP6 protease inhibition; Q9GZR1; AID 2599; hit rate 1.8% among 330,000; inhibition, % at 10 µM; Recombinant SENP6 catalytic domain, aminoluciferin luminescence;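 active = inhibition above about 50% at the single tested dose, limit read from the data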;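 also: plate controls were DMSO wells with enzyme for no effect and DMSO wells lacking enzyme for full effect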
Target sequence (Q9GZR1 628-1112 limits assumed): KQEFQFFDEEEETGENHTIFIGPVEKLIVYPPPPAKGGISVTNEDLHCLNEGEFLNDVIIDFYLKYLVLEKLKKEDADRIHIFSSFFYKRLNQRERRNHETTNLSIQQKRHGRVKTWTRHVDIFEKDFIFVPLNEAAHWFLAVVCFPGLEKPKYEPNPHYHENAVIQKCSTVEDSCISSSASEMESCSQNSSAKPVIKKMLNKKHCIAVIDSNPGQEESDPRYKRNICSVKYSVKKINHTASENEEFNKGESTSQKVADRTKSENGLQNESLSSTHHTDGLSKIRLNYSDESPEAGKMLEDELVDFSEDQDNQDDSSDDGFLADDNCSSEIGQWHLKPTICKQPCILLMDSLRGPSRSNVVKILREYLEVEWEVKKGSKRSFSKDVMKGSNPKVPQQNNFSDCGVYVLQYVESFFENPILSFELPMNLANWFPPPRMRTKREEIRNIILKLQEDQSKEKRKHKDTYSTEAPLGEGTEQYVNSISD
SENP8 block-1 = inhibitors of human SENP8 protease; Q96LD8; recombinant SENP8, Nedd8 substrate fluorescence; inhibition, % at 20 µM; hit rate 0.64% among 360,000; AID 602440; in the data active = inhibition mostly above about 40%, no sharp cut-off; inactive = mostly below about 27%
Target sequence (Q96LD8 whole entry, looked up): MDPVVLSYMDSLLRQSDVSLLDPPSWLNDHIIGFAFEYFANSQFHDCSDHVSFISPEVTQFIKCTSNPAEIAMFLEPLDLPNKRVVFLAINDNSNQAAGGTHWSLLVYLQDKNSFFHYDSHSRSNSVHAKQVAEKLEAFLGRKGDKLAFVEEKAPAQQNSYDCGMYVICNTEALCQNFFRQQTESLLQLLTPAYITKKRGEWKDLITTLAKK
Apaf1 inhib = blocks human Apaf-1 apoptosome activity. O14727. inhibition, % at 20 µM. reconstituted apoptosome caspase-3 activity, DEVD-Rh110 fluorescence. hit rate 0.71% among 330,000; active = inhibition of at least 40% at 20 µM;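 also: plate controls were DMSO wells for no effect and DEVD-CHO caspase inhibitor wells for full effect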
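Material: cell-free apoptosome with Apaf-1, procaspase-3 and caspase-9; Buffer or medium: Hepes pH 7.5 with detergent and BSA; Reagent: cytochrome c trigger plus (Z-DEVD)2-Rh110 caspase-3 substrate; Times: compound with Apaf-1, dATP, procaspase-3 30 min, then 50 min reaction, room temperature; Technique: Rh110 fluorescence intensity.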
SENP8 block-2 = inhibitors of human SENP8 protease; purified SENP8, Z-RLRGG-aminoluciferin cleavage, luminescence; hit rate 1.2% among 330,000; Q96LD8; inhibition, % at 10 µM; AID 2540; in the data active = inhibition above about 50%
SENP1 inh = SENP1 (human) catalytic domain inhibition | Q9P0U3 | recombinant SENP1 catalytic domain, CyPet-SUMO1-YPet FRET cleavage | inhibition, % at 10 µM | hit rate 0.21% among 360,000 | AID 624204;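 active = inhibition at least 30% at 10 µM, raw YFP signal under a set limit, fluorescence ratio 0.5 to 1.5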;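 also: 0% = enzyme with DMSO and 100% = no enzyme wells; some results filed as inactive read as strong as hits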
Target sequence (Q9P0U3 419-644 limits assumed): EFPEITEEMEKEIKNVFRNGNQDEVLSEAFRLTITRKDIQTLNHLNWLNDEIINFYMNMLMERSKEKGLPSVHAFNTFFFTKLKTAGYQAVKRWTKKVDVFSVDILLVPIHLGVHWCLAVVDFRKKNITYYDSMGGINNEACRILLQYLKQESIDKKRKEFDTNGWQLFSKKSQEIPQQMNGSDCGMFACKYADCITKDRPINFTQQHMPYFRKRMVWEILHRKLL
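material = recombinant human SENP1 catalytic domain, His6-tagged | quantity = 20 pM enzyme | reagent = 25 nM SUMO1 FRET substrate | compound dosing = 10 µM single point, 0.5% DMSO | timing = 50 min enzyme reaction, room temperature, light-protected | detection = FRET, CFP and YFP emission | control set = no-enzyme low, enzyme-DMSO high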
PfG6PD inh = PfG6PD (Plasmodium falciparum) enzyme inhibition. PfGluPho enzyme, NADPH resazurin-diaphorase fluorescence. inhibition, % at 20 µM. hit rate 0.78% among 350,000. AID 504690;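 active = inhibition reaching at least a set limit at 20 µM in the primary screen, cut at about 59% in these data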;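 also: 0% = DMSO wells with substrate and 100% = DMSO wells lacking glucose-6-phosphate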
An asterisk follows results filed as active; / = not tested or not shown.

SMILES	HKDC1 inhibitor	SENP7 block	SENP6 block	SENP8 block-1	Apaf1 inhib	SENP8 block-2	SENP1 inh	PfG6PD inh
Cc1ccc(S(=O)(=O)N2CCOCC2)cc1C(=O)Nc1ccc2c(c1)OCCO2	-4	7	9	12	-1	-3	2	6
Nc1nonc1C(=O)N1CCCCC1	4	-4	3	8	-3	2	3	-9
COc1ccc(N2CCN(S(=O)(=O)CCNC(=O)C34CC5CC(CC(C5)C3)C4)CC2)cc1	2	-1	14	5	9	16	1	-2
Nc1c(Cl)ncnc1Nc1ccc(C(=O)O)cc1	-5	/	/	-6	/	/	-1	2
CCCC[C@@H](CNC)NC[C@H](NCCCCC1CCCCC1)C(C)C	-5	-16	-11	11	2	1	2	-8
C[C@H](C(=O)C=[N+]=[N-])N1C(=O)c2ccccc2C1=O	/	4	1	/	1	2	/	/
Cc1ccc(/C(N)=N/OC(=O)CN(C)S(=O)(=O)c2ccc(C)cc2)cc1	-3	-4	0	2	27	-1	2	-2
CC(=O)Nc1ccc(NS(=O)(=O)c2ccc(C)cc2)cc1[N+](=O)[O-]	-2	8	-9	10	-10	-13	1	0
Cn1c(=O)[nH]c(=O)c2c1nc(NCCCn1ccnc1)n2Cc1ccccc1	-7	-3	-12	18	4	-9	-1	-20
CCN(CC(=O)Nc1ccc(NC(C)=O)cc1)C(=O)CN1C(=O)NC(C)(c2ccc3ccccc3c2)C1=O (stereo not drawn)	-3	/	/	14	/	/	0	-12
Cc1onc(-c2c(F)cccc2Cl)c1C(=O)NCCO	-12	5	6	10	-14	2	1	0
CC(=O)N1c2ccc(S(=O)(=O)N3CCC(C(=O)N4CCN(c5ccc(Cl)cc5)CC4)CC3)cc2CC1C (stereo not drawn)	1	-1	11	8	15	6	0	8
CCCc1cc(C(=O)Nc2cccc(Cl)c2C)no1	-2	12	38	9	14	5	0	13
CCN(CC(=O)Nc1ccc(OC)cc1)C(=O)CSCc1c(C)noc1C	-3	2	-4	1	-7	1	4	20
O=C(Cn1nc(-c2ccco2)ccc1=O)Nc1ccc(Cl)c(Cl)c1	-4	-13	3	-328	10	-13	1	5
CC(C)c1ccc(NC2CCCN(C(=O)c3cccc4nccnc34)C2)cc1 (stereo not drawn)	-3	2	1	11	4	6	1	15
COCCNc1c([N+](=O)[O-])c(=O)n(-c2ccccc2)c2ccccc12	26	-4	-4	11	-13	4	-2	16
CCn1c(SCc2ccccc2)nnc1-c1cccs1	-3	-7	-27	-3	10	-8	1	2
CCC(C)(C)n1nnnc1C(C(C)C)N1CCN(C)CC1 (stereo not drawn)	11	16	-16	8	-11	-5	-1	-9
COc1ccccc1Nc1ncc(C(=O)Nc2ccc(OC)c(OC)c2)c2ccccc12	-1	1	-10	-41	8	-5	1	-25
CCOC(=O)c1c(C)sc(Sc2ccc(Cl)cc2[N+](=O)[O-])c1OC	1	7	-18	30	22	-7	1	15
CS(=O)(=O)N1CCCC(C(=O)N2CCOCC2)C1 (stereo not drawn)	-11	-2	-20	0	-25	-1	1	0
Cc1nnc(SCC(=O)NC(C)(C)C)n1CCc1ccccc1	1	3	-1	14	-4	10	0	7
CC(C)(C)C(=O)N(Cc1ccc(Cl)cc1)c1cnccn1	-5	-11	-3	10	-4	2	0	-1

The last 2 records of the part before lead into the next.
SMILES	HKDC1 inhibitor	SENP7 block	SENP6 block	SENP8 block-1	Apaf1 inhib	SENP8 block-2	SENP1 inh	PfG6PD inh
Cc1nnc(SCC(=O)NC(C)(C)C)n1CCc1ccccc1	1	3	-1	14	-4	10	0	7
CC(C)(C)C(=O)N(Cc1ccc(Cl)cc1)c1cnccn1	-5	-11	-3	10	-4	2	0	-1
O=C(Nc1ccccc1C(=O)N/N=C/c1ccncc1)c1ccccc1	-7	13	-9	-29	10	-7	2	10
O=C(Nc1ccccn1)c1cccc(S(=O)(=O)N2CCCc3ccccc32)c1	0	4	-5	3	-2	10	1	15
NC(=O)c1cc(S(=O)(=O)NCCCc2ccccc2)cs1	-1	5	-30	17	5	-5	1	-1
COc1cc(C(=O)NCC(=O)N/N=C/c2ccccn2)cc(OC)c1OC	-9	1	11	4	4	4	-3	-7
OCc1nc2ccccc2n1/N=C/c1cccs1	-1	15	-19	4	-9	-7	1	-10
CC(CN1CCOCC1)OC(=O)c1cccc(Br)c1 (stereo not drawn)	-9	2	4	21	-7	5	1	9
CCC(CC)CN1CCC(CN2CCNC(=O)C2=O)CC1	-5	/	/	10	/	/	1	-5
O=[N+]([O-])c1cccc(-c2nnc(-c3ccccc3F)o2)c1	-6	39	46	7	1	12	-1	10
Cc1cc(Br)c(NC(=O)c2c(-c3c(Cl)cccc3Cl)noc2C)c(Br)c1	-1	3	2	13	21	4	2	5
COc1ccc(-c2csc(Nc3ccc(S(=O)(=O)Nc4cc(OC)nc(OC)n4)cc3)n2)cc1	-2	4	-5	-94	5	-5	0	-18
O=C(c1ccc(Br)cc1)N1CCC(C(=O)N2CCN(c3ccccc3)CC2)CC1	2	1	-8	3	10	11	0	-10
O=C(Cn1[nH]c(=O)c2ccccc2c1=O)NCC1COc2ccccc2O1 (stereo not drawn)	2	3	4	5	-10	3	-1	3
Cc1ccc(NC(=O)COc2ccc(Br)cn2)cc1	-3	-5	-9	6	4	-2	3	-22
Cc1ccc(CCC(=O)Nc2ccc(C#N)cc2)o1	3	4	3	12	-1	2	-5	8
O=C(Nc1ccc(Br)cn1)C1CCCN1S(=O)(=O)c1ccccc1 (stereo not drawn)	-4	2	6	4	-1	1	-2	19
CCN(CCc1ccccc1)c1ccc2c(c1)C1CC2CCN1C(=O)OCc1ccccc1 (stereo not drawn)	-2	/	/	-5	/	/	1	21
CC1(C)CC(=O)C(N=Nc2cc(S(=O)(=O)N3CCOCC3)ccc2Cl)=C(O)C1	-2	2	-17	/	-5	-2	/	8
COc1ccc(NC(=O)C2CCN(C(=O)Cc3ccccc3)CC2)c(OC)c1	-5	-3	-4	13	3	-10	0	-25
CC(C)OC(=O)CCc1nc2ccccc2[nH]c1=O	2	9	6	-82	7	-4	0	6
CC(=O)COc1cc(C)cc2oc(=O)c(C)c(C)c12	-2	-2	5	-380	2	6	-1	0
CN1C(=O)NC(c2ccccc2)C2=C1CN(c1cccc(C(F)(F)F)c1)C2=O (stereo not drawn)	0	1	0	-71	12	1	1	3
COc1c(C(=O)NNC(=O)c2ccccc2Cl)csc1Br	7	-1	-8	21	-15	-6	1	-10
O=C(c1cccc(S(=O)(=O)N2CCN(c3ccccc3)CC2)c1)N1CCCC(C(F)(F)F)C1 (stereo not drawn)	-2	-6	-15	1	23	-7	2	16
CCC(=O)c1ccc(N2CCN(C(=O)c3ccc(Br)cc3)CC2)c(F)c1	-3	-2	-15	-16	6	-4	1	-11
CC(C)(C)OC(=O)[C@H](Cc1ccccc1)NC(=O)c1[nH]cnc1C(=O)N[C@@H](Cc1ccccc1)C(=O)OCc1ccccc1	1	-18	-24	21	18	-16	4	27
COc1ccc(OCCN(C)CC(=O)Nc2ccccc2SC)cc1	-2	-9	-9	19	18	-3	0	7
c1cncc(-c2nc(-c3ccc4c(c3)OCCO4)cs2)c1	-2	83*	79*	-97	11	80*	1	24
CSc1nc(O)c(C2OC(=O)c3ccccc32)c(=O)[nH]1 (stereo not drawn)	-3	3	-5	12	-4	2	2	0
O=C(CC1S/C(=N/N=C2CCCCCC2)NC1=O)Nc1ccc(Br)cc1F (stereo not drawn)	1	2	-14	2	15	-9	0	-13
COc1ccccc1Nc1nc(N)nc(CSC(=S)N2CC(C)CC(C)C2)n1 (stereo not drawn)	-3	4	9	2	20	-9	1	28
CC1(C)Cc2ccccc2C(=C(C#N)C#N)N1	-2	5	-12	6	-6	0	3	-7
COc1cc2c(cc1OC)C(c1ccsc1)CC(=O)N2 (stereo not drawn)	6	-4	2	-1	-8	0	2	9
CCOc1ccc(N(C(C)C(=O)N/N=C(\C)c2cccc(NC(=O)c3ccccc3)c2)S(C)(=O)=O)cc1 (stereo not drawn)	4	-3	5	26	18	-1	1	8
COc1ccc(CCNC(=O)C2CCN(S(=O)(=O)c3ccc(-n4cnnn4)cc3)CC2)cc1OC	-1	-4	-8	0	-1	-2	1	-4
O=C(CCCCCn1c(=S)[nH]c2ccc(N3CCOCC3)cc2c1=O)NCc1ccc2c(c1)OCO2	-3	1	-18	-428	-8	8	-66	18
COc1ccc(S(=O)(=O)N2CCOC2CNC(=O)C(=O)NCc2ccncc2)cc1OC (stereo not drawn)	-4	-5	7	3	2	5	0	-2

Single records, as listed above. Screens in order: HKDC1 inhibitor, SENP7 block, SENP6 block, SENP8 block-1, Apaf1 inhib, SENP8 block-2, SENP1 inh, PfG6PD inh
Listed for COc1ccc(S(=O)(=O)N2CCOC2CNC(=O)C(=O)NCc2ccncc2)cc1OC (stereo not drawn) : -4, -5, 7, 3, 2, 5, 0, -2
Listed for CSc1nc(O)c(C2OC(=O)c3ccccc32)c(=O)[nH]1 (stereo not drawn) : -3, 3, -5, 12, -4, 2, 2, 0
Listed for CCOc1ccc(N(C(C)C(=O)N/N=C(\C)c2cccc(NC(=O)c3ccccc3)c2)S(C)(=O)=O)cc1 (stereo not drawn) : 4, -3, 5, 26, 18, -1, 1, 8
Listed for O=C(CCCCCn1c(=S)[nH]c2ccc(N3CCOCC3)cc2c1=O)NCc1ccc2c(c1)OCO2 : -3, 1, -18, -428, -8, 8, -66, 18
Listed for c1cncc(-c2nc(-c3ccc4c(c3)OCCO4)cs2)c1 : -2, 83*, 79*, -97, 11, 80*, 1, 24

Further records follow.
SMILES	HKDC1 inhibitor	SENP7 block	SENP6 block	SENP8 block-1	Apaf1 inhib	SENP8 block-2	SENP1 inh	PfG6PD inh
COc1ccc(-c2nnn(Cc3nn[nH]n3)n2)cc1OC	-6	-12	-28	28	-4	-10	-2	-12
COc1ccccc1-c1cc(C(=O)NC(C)C)no1	-15	9	-4	3	-13	-3	2	11
Nc1ccn(-c2ccc(Cl)cc2)c(=O)c1	-8	10	-15	1	-4	4	-2	-10
O=C1CCCC2=C1C(c1ccncc1)c1c(nc(SCc3ccccc3)[nH]c1=O)N2 (stereo not drawn)	4	4	-16	-292	20	1	-105	-26
CC(=O)Nc1ccc(NS(=O)(=O)Cc2ccccc2)cc1	1	1	-2	7	0	1	0	-1
C[N+]1(C)CCC(OC(=O)C(O)(c2ccccc2)C2CCCC2)C1 (stereo not drawn)	1	0	4	-4	-16	7	3	-2
O=C(N/N=C/c1cc([N+](=O)[O-])ccc1Cl)c1ccc2nc[nH]c2c1	-1	-3	-22	18	15	-8	-2	-12
Nc1c(N(Cc2ccccc2)C(=O)COc2ccc(F)cc2)c(=O)[nH]c(=O)n1Cc1ccccc1	10	4	-3	-1	12	-2	0	-18
CC[C@]12c3[nH]c4cc(CCC(=O)N(C)C)ccc4c3CCN1C(=O)[C@@H](CC(=O)NCc1ccco1)C[C@@H]2C(=O)N1CCN(C(=O)C2CC2)CC1	4	0	/	4	9	/	0	2
CCN(C(=O)COc1cccc2cccnc12)C1CCS(=O)(=O)C1 (stereo not drawn)	18	-2	2	-17	10	-1	1	17
Cc1ccc(C(=O)N/N=C/c2ccc(-c3cccc(Cl)c3)o2)cn1	-2	-6	-17	-436	19	-1	0	-1
CCN(CC(=O)Nc1ccccc1OC)C(=O)Cn1cnc2ccccc2c1=O	-3	-1	2	18	-6	-10	2	6
CC(C)CN(C(=O)COC(=O)CSc1ccc(Br)cc1)C1CCS(=O)(=O)C1 (stereo not drawn)	0	-6	-15	6	11	-6	5	9
